proCasp7 act – activates human procaspase-7, counter-screen for procaspase-3 activators; recombinant procaspase-7, Ac-DEVD-pNA absorbance 405 nm; D23A/D198A/D206A triple mutant, cannot self-cleave; scale: DMSO 0, 5 µM enzyme 100; activation, % at 8.5 µM; 330,000 compounds, 0.093% hits; AID 463210;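 active = percent activation above the screen-wide mean plus 3 SD, cut at about 25% in these data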
Target sequence (P55210 whole entry D23A/D198A/D206A): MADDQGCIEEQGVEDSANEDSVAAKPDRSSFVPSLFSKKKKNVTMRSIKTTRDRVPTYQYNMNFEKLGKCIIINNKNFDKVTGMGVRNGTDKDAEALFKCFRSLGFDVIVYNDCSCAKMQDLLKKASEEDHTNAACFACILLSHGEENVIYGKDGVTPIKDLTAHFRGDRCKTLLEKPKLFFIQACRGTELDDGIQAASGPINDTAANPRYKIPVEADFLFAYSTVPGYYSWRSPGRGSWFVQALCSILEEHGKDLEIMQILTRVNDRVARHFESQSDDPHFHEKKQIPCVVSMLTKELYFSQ
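Detection: p-Nitroaniline absorbance at 405 nm, read at 0 and 120 min; system: Uncleavable procaspase-7 mutant enzyme; evaluation: % activation from two-timepoint absorbance difference, scaled to controls; times: 1 h enzyme–compound preincubation and 2 h substrate reaction, both 25 °C; buffer or medium: Zinc-free HEPES pH 7.4 with 300 mM NaCl, 0.01% Triton X-100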
CIT2-GFP yeast – modulators of TOR pathway CIT2-GFP in S. cerevisiae; S. cerevisiae CIT2-GFP strain, flow cytometry, 3 h; 100 means same as DMSO wells; GFP response vs DMSO, % at 10 µM; 320,000 compounds, 0.065% hits;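 active = GFP response relative to DMSO above a set limit, near the screen mean plus 3 SD, cut at about 150% in these data; inconclusive = Fewer than 70 cells measured for a yeast strain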;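 also: ratio of well median GFP fluorescence to mean of DMSO wells on the plate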
RPL19A-GFP yeast – alters RPL19A-GFP fluorescence in TOR pathway yeast screen. S. cerevisiae RPL19A-GFP strain, flow cytometry, 3 h; active compounds read low. percent response vs DMSO, % at 10 µM. 330,000 compounds, 0.3% hits. AID 2025;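 active = percent response vs DMSO below 50%; inconclusive = fewer than 70 events counted for the yeast strain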;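 also: median channel GFP fluorescence of the barcoded RPL19A-GFP strain; ratio of sample median GFP to plate DMSO average so 100% = DMSO; lower means less RPL19A-GFP as with rapamycin TOR inhibition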
AHR activator – activators of human aryl hydrocarbon receptor. P35869. AHR-responsive luciferase reporter cells, luminescence. activation, % at 5 µM. 320,000 compounds, 2.5% hits. AID 2796; in the data active = activation above about 47%;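 also: 0% = vehicle wells and 100% = reference agonist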
LAP4-GFP MLPCN – yeast TOR pathway LAP4-GFP modulation | S. cerevisiae LAP4-GFP multiplex, flow cytometry GFP, 3 h; median GFP as percent of DMSO wells | GFP response vs DMSO, % at 10 µM | 320,000 compounds, 0.34% hits | AID 2023;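 active = GFP response vs DMSO above a set limit, about the screen mean plus 3 SD, cut at about 150% in these data; inconclusive = under 70 cell events counted for the yeast strain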
proCasp3 act – activators of human procaspase-3 | recombinant procaspase-3 D3A, Ac-DEVD-pNA absorbance 405 nm | P42574 | activation, % at 8.5 µM | AID 463141 | 330,000 compounds, 0.11% hits;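 active = activation above the mean of all tested compounds plus 3 SD, cut at about 21% in these data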;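 also: 0% = DMSO alone and 100% = DMSO wells spiked with extra 5 µM PC-3 D3A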
Target sequence (P42574 whole entry D9A/D28A/D175A): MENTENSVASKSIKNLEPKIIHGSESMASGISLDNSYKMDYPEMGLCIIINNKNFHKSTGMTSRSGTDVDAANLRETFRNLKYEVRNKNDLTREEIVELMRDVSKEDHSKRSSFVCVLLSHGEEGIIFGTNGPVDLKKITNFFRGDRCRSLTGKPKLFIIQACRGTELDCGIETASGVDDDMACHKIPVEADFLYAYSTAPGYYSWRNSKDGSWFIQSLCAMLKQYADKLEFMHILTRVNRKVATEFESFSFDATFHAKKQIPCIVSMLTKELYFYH
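Test system: Procaspase-3 D3A mutant; medium: Zinc-free HEPES/NaCl buffer with 0.01% Triton X-100 at pH 7.4; reagent: DEVD-pNA substrate; doses: one concentration, 8.5 µM nominal, 0.8% DMSO; times: 1 h preincubation plus 2 h reaction at 25 °C; signal: Epi-absorbance at 405 nm of released p-nitroaniline, 0 and 120 min; replicates: singlicate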
MEP2 TOR yeast – yeast TOR pathway MEP2-GFP modulation | 330,000 compounds, 0.51% hits | GFP response vs DMSO, % at 10 µM | S. cerevisiae MEP2-GFP strain, flow cytometry GFP, 3 h; 100% = DMSO control level | AID 2016;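 active = GFP response versus DMSO above a set limit, roughly screen mean plus 3 SD, cut at about 180% in these data; inconclusive = fewer than 70 cells counted for a yeast strain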;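 also: median GFP fluorescence of the barcode-gated MEP2-GFP cells per well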
AGP1 TOR yeast – modulators of TOR pathway AGP1-GFP in S. cerevisiae; S. cerevisiae AGP1-GFP multiplex flow cytometry, 3 h; GFP as percent of DMSO wells; 320,000 compounds, 0.02% hits; AID 2066; GFP response vs DMSO, % at 10 µM;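 active = GFP response relative to DMSO above a set limit, near screen average plus 3 SD, cut at about 150% in these data; inconclusive = fewer than 70 cells counted for the yeast strain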;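 also: median GFP channel fluorescence of the gated AGP1 strain per well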
Starred values were filed as active, the others as inactive; u = inconclusive; x = no result given; [ ] = remark or other dose.

SMILES	proCasp7 act	CIT2-GFP yeast	RPL19A-GFP yeast	AHR activator	LAP4-GFP MLPCN	proCasp3 act	MEP2 TOR yeast	AGP1 TOR yeast
Cc1ccc(S(=O)(=O)N2[C@@H](c3ccccc3)C(C(=O)O)=CC[C@H]2c2cccs2)cc1	2	103	95	1	127	0	87	84
CCCCC1=CC2=CC(=O)C(C)(OC(=O)CC)C(=O)C2=CN1Cc1ccc2c(c1)OCO2 (stereo not drawn)	-13	91	95	3	94	0	96	98
CCc1ccc(N/C(SCc2cccc(F)c2)=C(/C#N)C(=O)NCc2ccco2)cc1	-1	96	101	5	99	6	98	99
CC(C)(C)OC(=O)NCCCCCc1nnc(SCC(=O)Nc2cccc(Cl)c2)o1	-7	x	106	-2	110	4	105	107
CCN(CC)S(=O)(=O)c1ccc(NC(=O)c2cc(-c3cccs3)nc3ccccc23)cc1	3	96	101	0	103	0	100	98
Cc1noc(C)c1S(=O)(=O)N(C)C[C@H]1Oc2c(NC(=O)C3CCCCC3)cccc2C(=O)N([C@H](C)CO)C[C@@H]1C	0	99	97	0	97	2	96	99
COc1ccc(CCN2C(=S)N(c3ccc(Cl)cc3)C(=O)C2CC(N)=O)cc1OC (stereo not drawn)	-12	100	103	-4	110	-2	101	108
Fc1ccc(CNC(=S)Nc2cccc(Cl)c2)cc1	5	87	91	0	115	8	102	101
c1csc(C(c2nnnn2C2CCCC2)N2CCOCC2)c1 (stereo not drawn)	3	93	86	0	u	3	82	u
CC(CCN1CCOCC1)c1ccccc1 (stereo not drawn)	x	101	98	x	96	x	107	97
Cn1c2ccccc2c2cnn(CC(=O)O)c(=O)c21	9	101	101	7	101	-8	103	102
O=C(NCc1ccccc1)c1csc2c1CCCCC2	10	100	97	-7	95	-4	97	96
CC(=O)c1ccc(OCCOc2ccc(C#N)cc2)cc1	3	94	99	6	113	-2	97	102
CC(=O)C[C@H]1c2ccccc2S(=O)(=O)N1c1ccccc1	-5	97	95	1	94	4	99	101
CCCn1c(NC(=O)CN2C(=O)NC3(CCCCC3)C2=O)nc2ccccc21	4	104	101	1	101	2	100	109
Nc1ncc(S(=O)(=O)c2ccc(Cl)cc2)c(N)n1	-9	100	103	0	97	5	104	101
Cc1ccccc1NC(=O)Nc1cnccn1	4	98	103	5	86	10	99	89
Cc1cc(C)c2[nH]c(=O)c(CN(Cc3ccco3)C(=O)C3CCCO3)cc2c1 (stereo not drawn)	3	102	98	14	93	-6	100	95
NC(=O)COc1ccc(/C=N/NC(=O)C2CCCN2S(=O)(=O)c2ccc(Cl)cc2)cc1 (stereo not drawn)	9	93	98	1	97	-2	102	101
Cc1ccc(S(=O)(=O)Nc2ccc(Cl)cc2)cc1NC(=O)c1cc2c(s1)CCCC2	3	104	99	-1	93	10	99	94
O=C(c1ccco1)N1CCN(C(=S)Nc2cccc([N+](=O)[O-])c2)CC1	1	101	101	-4	112	-9	102	112
O=C(NCCc1nnc2ccc(NCCCN3CCOCC3)nn12)c1ccccc1	10	99	104	-2	88	0	101	101
COc1ccc(-c2cc(C(=O)O)[nH]n2)cc1OC	-3	100	98	2	98	2	100	100
Cc1cc(NC(=O)COC(=O)C2CSC3(C)CCC(=O)N23)ccc1Br (stereo not drawn)	8	92	93	2	87	2	88	93
CCOc1ccccc1NC(=O)COn1nnc2ccccc21	6	97	98	7	96	-6	104	94
Cc1ccccc1OCC(=O)NNC(=O)c1cc(S(=O)(=O)N(C)C)ccc1N1CCCC1	3	99	103	2	98	9	104	101
CS(=O)(=O)c1ccc(Cl)c(NC(=O)COC(=O)c2ncc(Cl)c(Cl)c2Cl)c1	-18	95	93	3	95	-4	97	90
CN(C)S(=O)(=O)c1ccc(NC(=O)COC(=O)c2n[nH]c3ccccc23)cc1	-5	105	103	7	102	7	105	103
COc1cc(C#N)ccc1OCC(=O)NCc1cccs1	1	94	95	4	109	-1	92	107
CC(=O)Oc1ccccc1C(=O)Nc1ccccc1	4	93	105	11	130	-1	95	92
CC(C)(C)OC(=O)NCCCCCNC(=O)c1[nH]cnc1C(=O)N[C@@H](CCCCNC(=O)OC(C)(C)C)C(=O)OC(C)(C)C	3	85	106	0	101	6	94	89
O=C1CSC(c2ccc(Cl)cc2)N1 (stereo not drawn)	1	102	99	0	118	-3	102	104
COc1ccc(NS(=O)(=O)c2nnc(NC(=O)c3ccccc3F)s2)cc1	2	95	100	-2	102	4	100	99
COc1ccc(N2C(=O)NC3CC2(C)Oc2ccc(Br)cc23)cc1OC (stereo not drawn)	2	90	101	2	98	3	102	96
CC(=O)NCc1ccc(-c2csc(NC(=O)CCc3nc4ccccc4c(=O)[nH]3)n2)s1	13	102	101	8	98	2	106	104
Cc1ccc(OC(=O)c2cccnc2)cc1	-4	103	96	-3	103	4	94	100
N#C/C(=C/c1ccc(N2CCOCC2)o1)c1ccc(Br)cc1	-6	102	100	3	167*	-14	113	100
CCCn1c(SCC(=O)NC(=O)NCc2ccccc2)n[nH]c1=O	11	103	95	1	97	8	116	97
COc1cccc(Nc2n[nH]c(=S)s2)c1	-42	96	100	18	94	-27	97	95
O=C(N/N=C/c1ccc(OC(=O)c2ccco2)cc1)c1ccccn1	-9	100	96	24	100	0	104	100
Cc1cc(=O)n2c(nc3ccccc32)[nH]1	4	98	x	1	97	4	98	94
CC(C)(C)c1nc(SCC(=O)N2CCCC2)c2ccccc2n1	5	97	99	0	94	-5	99	96
O=C(Nc1c2c(nn1-c1cccc(Cl)c1)CS(=O)(=O)C2)c1ccco1	-10	94	96	2	101	-2	106	96
C=CC(=O)N=c1sc2ccccc2n1-c1ccccc1	3	89	98	-3	99	-4	94	103
CCCCN(C(=S)Nc1ccc(F)cc1)c1c(N)n(CCC)c(=O)[nH]c1=O	9	104	98	-2	104	0	102	100
C/C(=N\N=C(N)N)c1ccc(Cl)cc1Cl	1	102	98	6	104	3	100	104
CC(Oc1ccccc1)C(=O)OCC(=O)Nc1sccc1C(N)=O (stereo not drawn)	2	98	95	-1	99	1	99	100
O=C(NC1CCCc2ccccc21)C1CCN(S(=O)(=O)c2ccccc2F)CC1 (stereo not drawn)	4	111	107	2	107	4	102	103

Continued, starting with the last two of the part before.
SMILES	proCasp7 act	CIT2-GFP yeast	RPL19A-GFP yeast	AHR activator	LAP4-GFP MLPCN	proCasp3 act	MEP2 TOR yeast	AGP1 TOR yeast
CC(Oc1ccccc1)C(=O)OCC(=O)Nc1sccc1C(N)=O (stereo not drawn)	2	98	95	-1	99	1	99	100
O=C(NC1CCCc2ccccc21)C1CCN(S(=O)(=O)c2ccccc2F)CC1 (stereo not drawn)	4	111	107	2	107	4	102	103
COc1cccc(C(=O)COC(=O)C2CC(=O)N(c3ccc(Oc4ccccc4OC)cc3)C2)c1 (stereo not drawn)	-3	100	95	0	109	2	97	107
COCCNC(=O)CCCCCNS(=O)(=O)c1ccc(C)cc1	3	90	94	1	79	-6	90	104
NC(=O)c1c(/N=C/c2cccs2)sc2c1CCCC2	-13	102	111	70*	122	-11	102	122
Cc1ccc(CCNC(=O)C2CCCN(S(=O)(=O)c3c(C)noc3C)C2)cc1 (stereo not drawn)	-2	77	84	5	84	7	83	89
Cc1ccc(C(=O)NNC(=O)CSc2nnc(C3CC3)n2C)cc1	10	105	103	-5	97	-3	103	105
COc1cccc(C(=O)Nc2ccc(S(=O)(=O)N3CCN(C)CC3)cc2)c1	13	96	95	0	91	-1	94	92
O=C(c1ccc([N+](=O)[O-])cc1)N1CCC(Cc2ccccc2)CC1	7	86	96	0	106	6	92	92
COc1ccc2nc(SC(C(=O)c3ccccc3)c3ccccc3)nc(C)c2c1 (stereo not drawn)	-10	97	104	1	98	3	106	101
COc1ccc(-c2cc(C(=O)Nc3nc4c(C)cccc4s3)c3ccccc3n2)cc1OC	3	105	102	18	105	-5	104	x
C/C(N)=C(/C#N)C(=O)CSc1n[nH]c(-c2cccs2)n1	2	100	106	-1	95	1	104	95
COc1ccc(-c2nnc(SCC(=O)N3CCOCC3)n2C)cc1OC	6	99	98	-1	98	-4	98	99
Cc1ccc(C2Nc3cccc4cccc(c34)N2)cc1	-11	101	99	30	96	-5	110	97
CCOc1ccc(CCNC(=O)COC(=O)c2ccccc2O)cc1OCC	12	79	93	3	115	0	109	97
O=C(CCCN1C(=O)c2cccc3cccc(c23)C1=O)NCc1cccs1	4	93	97	-6	95	-5	97	101
CC(C)(C)c1ccc(C(=O)OC/C(O)=C(\C#N)c2nc3ccccc3s2)cc1	-2	110	111	21	92	4	103	103
NC(=O)c1ccc(NC(=O)COC(=O)/C=C/c2cn(-c3ccccc3)nc2-c2cccnc2)cc1	10	115	105	6	99	10	103	107
CCCc1c(NC(=O)Nc2ccc(Cl)cc2Cl)cnn1-c1ccccc1	2	105	101	0	94	-6	101	109
O=c1[nH]ncc(N2CCCCC2)c1Cl	5	u	95[may fluoresce violet]	-3	97[may fluoresce violet]	-2	142[may fluoresce violet]	16[may fluoresce violet]
C[N+]1([O-])[C@@H]2Cc3cc4c(cc3[C@@H]1Cc1cc3c(cc12)OCO3)OCO4 (stereo partly drawn)	9	78	100	3	107	3	94	92
Cc1nc([N+](=O)[O-])c(C(=O)O)n1C	6	x	96	-1	98	11	103	101
Cc1nnc(SCC(=O)Nc2ccc(Cl)cn2)s1	-2	99	99	0	93	0	101	106
O=C(CCN1C(=O)c2cccc3cccc(c23)C1=O)NCc1cccnc1	-1	106	105	-9	88	14	106	102
COc1ccc2sc(NCc3ccccc3)nc2c1	5	84	92	0	122	-3	102	93
CCCNc1nc2c(c(=O)n(C)c(=O)n2C)n1Cc1ccc(F)cc1	5	101	105	1	98	9	100	102
CC(=O)C1=C(O)C(=O)N(c2cccnc2)C1c1ccc([N+](=O)[O-])cc1 (stereo not drawn)	-16	101	103	-3	99	3	105	107
Cc1ccc2nc(-c3ccc(SCC(=O)O)nc3)[nH]c2c1	-5	93	100	16	106	-9	102	104
Cc1nn(C(C)C(=O)Nc2ccc3c(c2)OCO3)c(C)c1[N+](=O)[O-] (stereo not drawn)	0	115	105	76*	104	-5	101	109
CCN1N=C(c2ccccc2)CCC1=O	-9	96	104	3	82	0	102	88
COC(=O)c1cncc(O)c1	11	85	86	0	91	-2	90	85
CCOc1cc(-c2cc(-c3ccc(C)cc3)nc(N)c2C#N)ccc1O	-39	94	96	4	95	-32	93	93
O=C(Cn1c(=O)cnc2ccccc21)N1CCCc2ccccc21	-5	95	102	14	88	1	101	93
N/C(=N\OC(=O)c1cc(-c2ccccc2)nc2ccccc12)c1ccccn1	7	116	97	15	143	4	102	57
O=C(Nc1ccc(Cl)c(Cl)c1)c1ccc2c(c1)OCO2	-8	103	108	34	93	-6	108	95
Cc1nc2c(-c3ccccc3)c(C)nn2c(SCC(N)=O)c1Cc1ccccc1	-1	88	96	-3	95	5	89	98

Source: PubChem BioAssay (several laboratories)
